High-throughput results deposited in PubChem by Sanford-Burnham Center for Chemical Genomics.
H9c2 TAG inh = triacylglycerol accumulation inhibition; H9c2 cells, Nile Red lipid (TAG) fluorescence; cells loaded with 200 µM oleic acid; inhibition, % at 12.5 µM; 0.66% of 230,000 active; AID 651582;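 active = pattern-corrected inhibition of lipid staining of at least 50% with the nuclear-stain viability signal not falling by more than 50%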;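 note: 0% = DMSO wells and 100% = triacsin C control wells; some results filed as inactive read as strong as hits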
H9c2 TAG inh DAPI viability = further read-out of H9c2 TAG inh, marked with its call; DAPI nuclei signal change (viability), lower = more cytotoxic, %;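 whole-well DAPI fluorescence read on a plate reader as a viability signal; minus 50 percent equals half of cells still viable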
Active calls of the source: *.

> COC(=O)c1cnc(Nc2nc(CN)cs2)nc1C(F)(F)F
  H9c2 TAG inh = 21
  H9c2 TAG inh DAPI viability = -5

> Cc1nc2ccccc2c(C)c1C(=O)c1ccc(F)cc1
  H9c2 TAG inh = 1
  H9c2 TAG inh DAPI viability = 0

> Cc1ccc2c(c1)C(=O)C(=O)N2c1ccc(Cl)cc1
  H9c2 TAG inh = 2
  H9c2 TAG inh DAPI viability = 2

> N#C/C(=N\Nc1ccccc1Cl)C(=O)c1ccccc1
  H9c2 TAG inh = 4
  H9c2 TAG inh DAPI viability = -6

> Cc1cc(NC(=O)CSc2nc(=O)cc(N)n2-c2ccc(F)cc2)no1
  H9c2 TAG inh = 12
  H9c2 TAG inh DAPI viability = -7

> CC(=O)c1cc2ccccc2oc1=O
  H9c2 TAG inh = -17
  H9c2 TAG inh DAPI viability = -11

> CC(=O)Nc1ccc(C=C(C#N)c2ccc(C)cc2)cc1
  H9c2 TAG inh = -6
  H9c2 TAG inh DAPI viability = -7

> CCOC(=O)C1(C)CCCN(C(=O)c2ccc(N(C)C)cc2)C1 (configuration not stated)
  H9c2 TAG inh = -7
  H9c2 TAG inh DAPI viability = 6

> Cc1nnc(N/N=C/c2ccccc2O)n1N
  H9c2 TAG inh = -3
  H9c2 TAG inh DAPI viability = 11

> CCOC(=O)Nc1nc2ccc(Cn3cccc3)cc2[nH]1
  H9c2 TAG inh = 45
  H9c2 TAG inh DAPI viability = -26

> O=C(O)c1cc(-c2cccs2)nn1-c1cccc(Cl)c1
  H9c2 TAG inh = 7
  H9c2 TAG inh DAPI viability = 4

> CCN(CCCNc1ncnc2nc[nH]c12)c1cccc(C)c1
  H9c2 TAG inh = -18
  H9c2 TAG inh DAPI viability = 9

> CC(C)OC(=O)CSc1nc(Cc2ccccc2)nc2ccccc12
  H9c2 TAG inh = -7
  H9c2 TAG inh DAPI viability = 3

> O=C(CN1C(=O)C2CC=C(Cl)CC2C1=O)N1CCOCC1 (configuration not stated)
  H9c2 TAG inh = 8
  H9c2 TAG inh DAPI viability = -12

> Cc1ccccc1OCc1nc(-c2ccc(NC(=O)c3cccs3)cc2)no1
  H9c2 TAG inh = 11
  H9c2 TAG inh DAPI viability = 7

> O=C(Cc1ccccc1)Nc1ncccc1Cl
  H9c2 TAG inh = -6
  H9c2 TAG inh DAPI viability = -7

> Nc1nn2c(C(F)(F)F)cc(=O)[nH]c2c1N=Nc1cccc(F)c1
  H9c2 TAG inh = 7
  H9c2 TAG inh DAPI viability = 1

> COC(=O)/C(C#N)=C/c1c[nH]c2ccccc12
  H9c2 TAG inh = 18
  H9c2 TAG inh DAPI viability = 2

> COc1ccc(CCN(C)C(=O)c2oc3ccccc3c2C)cc1OC
  H9c2 TAG inh = -10
  H9c2 TAG inh DAPI viability = 7

> O=C(CCSc1nc(-c2ccco2)cc(C(F)(F)F)n1)N1CCCc2ccccc21
  H9c2 TAG inh = 9
  H9c2 TAG inh DAPI viability = 0

> FC(F)(F)c1ccc(Cl)c(Nc2nnc(-c3ccncc3)s2)c1
  H9c2 TAG inh = 2
  H9c2 TAG inh DAPI viability = 4

> Cc1ccccc1OCC(=O)NNC=O
  H9c2 TAG inh = -2
  H9c2 TAG inh DAPI viability = -7

> CCN1CCN(c2ccc(S(=O)(=O)N3CCOCC3)cc2NC(=O)c2ccc(Cl)cc2Cl)CC1
  H9c2 TAG inh = -7
  H9c2 TAG inh DAPI viability = 10

> CC1(C(=O)Nc2ccccc2F)CCN1C(=O)Cc1ccc(-c2ccccc2)cc1 (configuration not stated)
  H9c2 TAG inh = -28
  H9c2 TAG inh DAPI viability = 9

> Cc1cccc(S(=O)(=O)N(C)C[C@@H]2OCc3cnnn3CCCC(=O)N([C@@H](C)CO)C[C@@H]2C)c1
  H9c2 TAG inh = 5
  H9c2 TAG inh DAPI viability = -2

A draw from above in order of formula weight, largest number first:
> CC(C)OC(=O)CSc1nc(Cc2ccccc2)nc2ccccc12
  H9c2 TAG inh = -7
  H9c2 TAG inh DAPI viability = 3

> CCOC(=O)C1(C)CCCN(C(=O)c2ccc(N(C)C)cc2)C1 (configuration not stated)
  H9c2 TAG inh = -7
  H9c2 TAG inh DAPI viability = 6

> CC(=O)Nc1ccc(C=C(C#N)c2ccc(C)cc2)cc1
  H9c2 TAG inh = -6
  H9c2 TAG inh DAPI viability = -7

Reprinted from the entries so far (19 entries):
> COC(=O)c1cnc(Nc2nc(CN)cs2)nc1C(F)(F)F
  H9c2 TAG inh = 21
  H9c2 TAG inh DAPI viability = -5

> Cc1nc2ccccc2c(C)c1C(=O)c1ccc(F)cc1
  H9c2 TAG inh = 1
  H9c2 TAG inh DAPI viability = 0

> Cc1ccc2c(c1)C(=O)C(=O)N2c1ccc(Cl)cc1
  H9c2 TAG inh = 2
  H9c2 TAG inh DAPI viability = 2

> N#C/C(=N\Nc1ccccc1Cl)C(=O)c1ccccc1
  H9c2 TAG inh = 4
  H9c2 TAG inh DAPI viability = -6

> Cc1cc(NC(=O)CSc2nc(=O)cc(N)n2-c2ccc(F)cc2)no1
  H9c2 TAG inh = 12
  H9c2 TAG inh DAPI viability = -7

> CC(=O)c1cc2ccccc2oc1=O
  H9c2 TAG inh = -17
  H9c2 TAG inh DAPI viability = -11

> CC(=O)Nc1ccc(C=C(C#N)c2ccc(C)cc2)cc1
  H9c2 TAG inh = -6
  H9c2 TAG inh DAPI viability = -7

> CCOC(=O)C1(C)CCCN(C(=O)c2ccc(N(C)C)cc2)C1 (configuration not stated)
  H9c2 TAG inh = -7
  H9c2 TAG inh DAPI viability = 6

> Cc1nnc(N/N=C/c2ccccc2O)n1N
  H9c2 TAG inh = -3
  H9c2 TAG inh DAPI viability = 11

> CCOC(=O)Nc1nc2ccc(Cn3cccc3)cc2[nH]1
  H9c2 TAG inh = 45
  H9c2 TAG inh DAPI viability = -26

> O=C(O)c1cc(-c2cccs2)nn1-c1cccc(Cl)c1
  H9c2 TAG inh = 7
  H9c2 TAG inh DAPI viability = 4

> CCN(CCCNc1ncnc2nc[nH]c12)c1cccc(C)c1
  H9c2 TAG inh = -18
  H9c2 TAG inh DAPI viability = 9

> CC(C)OC(=O)CSc1nc(Cc2ccccc2)nc2ccccc12
  H9c2 TAG inh = -7
  H9c2 TAG inh DAPI viability = 3

> O=C(CN1C(=O)C2CC=C(Cl)CC2C1=O)N1CCOCC1 (configuration not stated)
  H9c2 TAG inh = 8
  H9c2 TAG inh DAPI viability = -12

> Cc1ccccc1OCc1nc(-c2ccc(NC(=O)c3cccs3)cc2)no1
  H9c2 TAG inh = 11
  H9c2 TAG inh DAPI viability = 7

> O=C(Cc1ccccc1)Nc1ncccc1Cl
  H9c2 TAG inh = -6
  H9c2 TAG inh DAPI viability = -7

> Nc1nn2c(C(F)(F)F)cc(=O)[nH]c2c1N=Nc1cccc(F)c1
  H9c2 TAG inh = 7
  H9c2 TAG inh DAPI viability = 1

> COC(=O)/C(C#N)=C/c1c[nH]c2ccccc12
  H9c2 TAG inh = 18
  H9c2 TAG inh DAPI viability = 2

> COc1ccc(CCN(C)C(=O)c2oc3ccccc3c2C)cc1OC
  H9c2 TAG inh = -10
  H9c2 TAG inh DAPI viability = 7

(cont.)
> COC(=O)CC1(C(=O)OC)Oc2ccccc2C(=O)N1c1ccc(F)cc1F (configuration not stated)
  H9c2 TAG inh = -6
  H9c2 TAG inh DAPI viability = 3

> Cc1ccn2cc(CNS(=O)(=O)c3cccs3)nc2c1
  H9c2 TAG inh = 0
  H9c2 TAG inh DAPI viability = -7

> Cc1n[nH]c(=O)nc1NCCc1ccccc1
  H9c2 TAG inh = -24
  H9c2 TAG inh DAPI viability = 1

> CCC(C)C(NC(N)=O)C(=O)Nc1ccc(OCc2ccccc2)cc1 (configuration not stated)
  H9c2 TAG inh = -8
  H9c2 TAG inh DAPI viability = 3

> O=C(c1ccccc1)N(CCCl)C(=O)N(CCCl)C(=O)c1ccccc1
  H9c2 TAG inh = -22
  H9c2 TAG inh DAPI viability = 15

> Cc1ccccc1CC(=O)OCC(=O)Nc1ccc(C)c(S(=O)(=O)N2CCCCC2)c1
  H9c2 TAG inh = -7
  H9c2 TAG inh DAPI viability = -9

> Cc1cc(NS(=O)(=O)c2ccc(NC(=O)COc3ccccc3C(C)(C)C)cc2)no1
  H9c2 TAG inh = 0
  H9c2 TAG inh DAPI viability = 3

> CC(C)c1ccc(NC(=O)CN2C(=O)NC(C)(C3CC3)C2=O)cc1 (configuration not stated)
  H9c2 TAG inh = -7
  H9c2 TAG inh DAPI viability = 8

> COc1cccc(-n2nc(C(C)=O)c(=O)[nH]c2=O)c1
  H9c2 TAG inh = -15
  H9c2 TAG inh DAPI viability = 6

> CSc1nnc(CCNC(=O)OC(C)(C)C)o1
  H9c2 TAG inh = 8
  H9c2 TAG inh DAPI viability = 1

> CCc1nc2c(OCc3ccc(C(F)(F)F)cc3)cccn2c1N(C)C(=O)c1ccc(C)cc1
  H9c2 TAG inh = 7
  H9c2 TAG inh DAPI viability = -1

> CCCOc1ccc(OCCCCNC(C)CC)cc1 (configuration not stated)
  H9c2 TAG inh = -11
  H9c2 TAG inh DAPI viability = 12

> COc1ccc(C)cc1NC(=O)C1CCN(S(=O)(=O)c2ccc3c(c2)C(C)(C)C(=O)N3C)CC1
  H9c2 TAG inh = -5
  H9c2 TAG inh DAPI viability = -1

> COc1cccc(NC(=O)NC2(C(F)(F)F)Oc3ccccc3O2)c1
  H9c2 TAG inh = 26
  H9c2 TAG inh DAPI viability = -16

> COCC1=C(C(=O)OC(C)OC(=O)OC(C)C)N2C(=O)[C@@H](NC(=O)/C(=N\OC)c3csc(N)n3)[C@H]2SC1 (some centres not stated)
  H9c2 TAG inh = 8
  H9c2 TAG inh DAPI viability = -11

> O=C(Nc1ccccc1)c1cc(C2CCCCN2S(=O)(=O)c2cccs2)on1 (configuration not stated)
  H9c2 TAG inh = 3
  H9c2 TAG inh DAPI viability = -6

> CCN(CC)C(=O)c1ccc2nc([C@@H]3O[C@H](CO)[C@H](O)[C@H](O)[C@H]3O)[nH]c2c1
  H9c2 TAG inh = 7
  H9c2 TAG inh DAPI viability = -1

> O=S(=O)(Nc1ccccn1)c1ccc(Cl)cc1
  H9c2 TAG inh = -13
  H9c2 TAG inh DAPI viability = 6

> COc1ccc(OC)c(NCCN2C(=O)c3ccccc3C2=O)c1
  H9c2 TAG inh = -20
  H9c2 TAG inh DAPI viability = 3

> O=C(COC(=O)c1ccc(S(=O)(=O)N2CCOCC2)cc1)NC1CCCC1
  H9c2 TAG inh = -1
  H9c2 TAG inh DAPI viability = -6

> Cc1ccc2nc(N(CCN(C)C)C(=O)c3ccc4c(c3)OCCO4)sc2c1
  H9c2 TAG inh = 19
  H9c2 TAG inh DAPI viability = 7

> COc1cccc(NC(=S)NC(=O)/C=C/c2ccco2)c1
  H9c2 TAG inh = 0
  H9c2 TAG inh DAPI viability = 3

> O=C(c1cc(Br)c(Br)s1)N1CCN(C/C=C/c2ccccc2)CC1
  H9c2 TAG inh = -6
  H9c2 TAG inh DAPI viability = 9

> O=[N+]([O-])c1ccccc1S(=O)(=O)Nc1ccc(-c2ccc(N3CCOCC3)nn2)cc1
  H9c2 TAG inh = 12
  H9c2 TAG inh DAPI viability = -19

> CN1CCN(C(=O)c2ccc3c(c2)S(=O)(=O)c2ccccc2C3=O)CC1
  H9c2 TAG inh = -10
  H9c2 TAG inh DAPI viability = -3

> CCCN(CCC)C(=O)c1ccc2c(c1)OCO2
  H9c2 TAG inh = -14
  H9c2 TAG inh DAPI viability = -9

> O=C(N/C(=C/c1cccc([N+](=O)[O-])c1)C(=O)N1CCOCC1)c1ccccc1Br
  H9c2 TAG inh = -10
  H9c2 TAG inh DAPI viability = -20

> CCOc1ncccc1C(=O)Nc1cc(C(F)(F)F)ccc1N1CCOCC1
  H9c2 TAG inh = -53
  H9c2 TAG inh DAPI viability = -6

> CCOc1cc(-c2noc(CCCC(N)=O)n2)cc(Br)c1OC
  H9c2 TAG inh = -8
  H9c2 TAG inh DAPI viability = 9

> O=C(NNC(=O)c1cccc2ccccc12)c1ccco1
  H9c2 TAG inh = 7
  H9c2 TAG inh DAPI viability = -6

> CC1CCCC(NC(=O)c2cc(-c3ccncc3)nc3ccccc23)C1C (configuration not stated)
  H9c2 TAG inh = 17
  H9c2 TAG inh DAPI viability = -13

> O=C(CN1CCCC1)Nc1ccc2c(c1)CCC2
  H9c2 TAG inh = 24
  H9c2 TAG inh DAPI viability = -16

> CC1(C(=O)NC2CCCCCC2)CCN1C(=O)C1(c2ccccc2)CC1 (configuration not stated)
  H9c2 TAG inh = -2
  H9c2 TAG inh DAPI viability = 1

> O=C(Nc1ccccc1)N1CCc2c([nH]c3ccccc23)C1C(F)(F)F (configuration not stated)
  H9c2 TAG inh = -7
  H9c2 TAG inh DAPI viability = 3

> CC(C)C[C@H]1CNC(=S)N1CC1CCCN1C[C@H](Cc1ccc(O)cc1)N1C[C@H](Cc2ccccc2)N(CC2CCCCCC2)C1=S (some centres not stated)
  H9c2 TAG inh = -37
  H9c2 TAG inh DAPI viability = -40

> O=C(Cn1ncc2c(=O)oc3ccccc3c21)NCCC1=CCCCC1
  H9c2 TAG inh = 6
  H9c2 TAG inh DAPI viability = -8

> C=CCOc1ccc(Cl)cc1-c1noc(-c2csc([C@H]3C[C@H](O)[C@@H](CO)O3)n2)n1
  H9c2 TAG inh = 16
  H9c2 TAG inh DAPI viability = -5

> COc1ccc(CNC(=O)C(=O)NCc2ccncc2)cc1
  H9c2 TAG inh = -9
  H9c2 TAG inh DAPI viability = 3

> COCCNC(=O)c1c(N)n(CCCn2ccnc2)c2nc3ccccc3nc12
  H9c2 TAG inh = 5
  H9c2 TAG inh DAPI viability = 103

> CSCCC(NC(N)=O)C(=O)NCc1cccc(Cl)c1 (configuration not stated)
  H9c2 TAG inh = -21
  H9c2 TAG inh DAPI viability = 9

> COc1ccc(OCCC(=O)NCc2ccccc2)cc1
  H9c2 TAG inh = 6
  H9c2 TAG inh DAPI viability = 2

> O=C(COC(=O)COc1ccccc1F)NC1CC1
  H9c2 TAG inh = -4
  H9c2 TAG inh DAPI viability = 0

> COc1ccc(-n2c(C)nn(CCOc3ccccc3)c2=O)cc1
  H9c2 TAG inh = 9
  H9c2 TAG inh DAPI viability = 1

These rows are one share of the data; the hit share may differ from the screen's.
